Assay outcomes (PubChem)
HGIII-sPLA2 inh: Blocks human group III sPLA2 activity | AID 743126 | actives 0.56% (n = 370,000) | QFRET BODIPY PC-A2 liposome hydrolysis, fluorescence | inhibition, % at 12.2 µM;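 active means inhibition above mean plus 3 SD of compounds lying within the high and low control bounds, cut at about 19% in these data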;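 further: 0% = median of test compound wells and 100% = no enzyme DMSO wells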
ssDAF12 agonist: S. stercoralis DAF-12 activation, primary screen | HEK293 ssDAF-12/GRIP1 lit1-tk-luc reporter, luminescence; % of 3 µM dafachronic acid response | activation, % at 6.8 µM | actives 1% (n = 370,000);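 active means activation above the mean over all tested compounds plus 3 SD, cut at about 0.9% in these data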;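 further: 0% = DMSO-only wells and 100% = 3 µM delta7-dafachronic acid wells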
ADAM17 inh: inhibitors of human ADAM17 | P78536 | recombinant ADAM17, EDANS/DABCYL FRET peptide cleavage | inhibition, % at 6.95 µM | actives 0.83% (n = 370,000) | AID 720648;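 active means inhibition above the mean of compounds lying between control limits plus 3 SD, set per campaign, cut at about 8.5% in these data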;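 further: 0% = DMSO-only wells as the low control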
hcDAF12 agonist: activates DAF-12 receptor from parasite H. contortus. activation, % at 6.8 µM. AID 652067. actives 1.4% (n = 370,000). HEK293 hcDAF-12 lit1-tk-luc reporter, luminescence; 0% DMSO, 100% Δ7-dafachronic acid;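 active means activation above the mean of all tested compounds plus 3 SD, cut at about 5.5% in these data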;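 further: 100% = response to 3 µM Δ7-dafachronic acid high control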
hgDAF-12 ag: activates the H. glycines DAF-12 receptor ligand-binding domain; HEK293 GAL4-hgDAF12 UAS-luciferase reporter, agonist luminescence; normalized to butyrate control; activation, % at 6.8 µM; actives 1.8% (n = 370,000); AID 687014;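 active means activation above a cutoff set at the mean of all screened compounds plus 3 SD, cut at about 10% in these data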;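 further: 0% = DMSO wells and 100% = sodium butyrate wells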
FXN GAA850 act: frataxin GAA850 promoter activation; actives 0.56% (n = 360,000); activation, % at 6 µM; HEK293 lucGAA850 FXN promoter luciferase reporter, 24 h; percent of 10 µM SAHA response; AID 540364;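 active means activation above the average of all compounds screened plus 3 SD, cutoff fixed separately per campaign, cut at about 7.5% in these data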;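 further: 0% = DMSO wells and 100% = 10 µM SAHA wells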
PLC-gamma1 inh: inhibitors of human phospholipase C gamma1; P19174; purified PLC-gamma1, fluorogenic substrate, fluorescence; inhibition, % at 12.2 µM; actives 0.84% (n = 370,000); AID 720700; in the data active means inhibition above about 9.5%
DAX1 inh-1: inhibits human nuclear receptor DAX1; HEK293 Gal4-DAX1 luciferase reporter, luminescence; inhibition, % at 6.75 µM; actives 0.99% (n = 340,000); AID 504766;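 active means inhibition above the mean over all tested compounds plus 3 SD, cut at about 4.2% in these data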;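 further: 0% = DAX1-transfected cells with DMSO and 100% = empty-vector control cells with DMSO; inhibition shows as a rise in luminescence from relieved DAX1 repression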
DAX1 inh-2: inhibitors of DAX1 repression of SF-1 activated StAR promoter; HEK293T StAR-luciferase reporter, SF-1/DAX-1 repression relief; inhibition, % at 6.8 µM; actives 1.1% (n = 370,000); AID 652010;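 active means inhibition above the mean over all tested compounds plus 3 SD, cut at about 3.6% in these data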;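 further: 0% = DAX-1 cells with DMSO and 100% = cells lacking DAX-1 with DMSO; higher inhibition means more luminescence from relief of DAX-1 repression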
PLC-beta3 inh: blocks human PLC-beta3 enzyme activity; Purified PLC-beta3, fluorogenic substrate, fluorescence; inhibition, % at 12.2 µM; actives 0.18% (n = 370,000); in the data active means inhibition above about 11%;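 further: 0% = median of compound wells on plate and 100% = full blocker control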
Target sequence (Q01970 whole entry, looked up): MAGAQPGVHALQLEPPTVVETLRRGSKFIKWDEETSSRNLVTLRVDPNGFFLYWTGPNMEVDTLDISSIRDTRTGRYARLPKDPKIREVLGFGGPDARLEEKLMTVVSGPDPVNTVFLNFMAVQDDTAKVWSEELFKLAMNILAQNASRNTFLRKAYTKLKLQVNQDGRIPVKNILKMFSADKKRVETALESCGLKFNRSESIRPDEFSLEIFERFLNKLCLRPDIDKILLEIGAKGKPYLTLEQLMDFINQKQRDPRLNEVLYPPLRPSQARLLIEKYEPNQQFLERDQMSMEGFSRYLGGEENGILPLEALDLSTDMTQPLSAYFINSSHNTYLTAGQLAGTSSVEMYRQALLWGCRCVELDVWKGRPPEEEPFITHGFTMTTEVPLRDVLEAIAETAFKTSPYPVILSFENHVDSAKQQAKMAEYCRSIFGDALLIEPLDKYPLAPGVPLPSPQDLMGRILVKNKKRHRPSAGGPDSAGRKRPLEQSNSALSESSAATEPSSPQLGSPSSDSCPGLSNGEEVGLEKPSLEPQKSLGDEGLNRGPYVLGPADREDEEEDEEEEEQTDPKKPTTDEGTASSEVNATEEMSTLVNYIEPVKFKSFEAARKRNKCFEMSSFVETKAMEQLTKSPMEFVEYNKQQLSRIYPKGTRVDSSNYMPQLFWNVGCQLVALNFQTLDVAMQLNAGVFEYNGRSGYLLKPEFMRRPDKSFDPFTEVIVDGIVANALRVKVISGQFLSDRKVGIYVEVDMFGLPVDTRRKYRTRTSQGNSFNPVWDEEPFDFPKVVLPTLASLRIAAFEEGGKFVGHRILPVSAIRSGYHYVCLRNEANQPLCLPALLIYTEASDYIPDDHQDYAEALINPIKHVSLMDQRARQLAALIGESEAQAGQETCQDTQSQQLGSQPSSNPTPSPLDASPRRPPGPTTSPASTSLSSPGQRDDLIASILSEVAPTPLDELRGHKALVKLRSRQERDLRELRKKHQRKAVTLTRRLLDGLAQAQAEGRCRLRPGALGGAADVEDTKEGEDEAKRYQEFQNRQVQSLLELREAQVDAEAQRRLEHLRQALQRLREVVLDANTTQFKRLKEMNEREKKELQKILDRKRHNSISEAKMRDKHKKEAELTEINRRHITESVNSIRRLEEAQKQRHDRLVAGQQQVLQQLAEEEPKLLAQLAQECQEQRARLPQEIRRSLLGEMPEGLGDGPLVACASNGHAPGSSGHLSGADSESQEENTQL
ADAM10 inh: ADAM10 inhibition, QFRET primary screen; inhibition, % at 7 µM; recombinant ADAM10, EDANS/DABCYL FRET peptide cleavage, 3 h; AID 720582; O14672; actives 0.62% (n = 370,000);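 active means inhibition above a per-campaign cutoff equal to the mean of compounds falling between control-based bounds plus 3 SD, cut at about 20% in these data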;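 further: 0% = DMSO wells while the 100% control is not disclosed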
Starred values were filed as active, the others as inactive; i = inactive; · = no result given.

SMILES	HGIII-sPLA2 inh	ssDAF12 agonist	ADAM17 inh	hcDAF12 agonist	hgDAF-12 ag	FXN GAA850 act	PLC-gamma1 inh	DAX1 inh-1	DAX1 inh-2	PLC-beta3 inh	ADAM10 inh
CCCCc1nc2ccccc2c(NC(=O)CN(CC)CC)c1CCC	-2	-0.5	-1	1.6	-1.2	-0.4	1	0.2	0.0	2	2
Cc1cc2c(c(SCC(=O)NCc3ccccc3Cl)n1)C(=O)OC2	-2	-2.0	-1	-2.3	-1.2	0.2	-1	0.0	0.3	-1	4
NN=C(c1ccccc1)c1ccccc1	4	-1.3	-5	0.6	-1.2	0.4	0	·	-0.2	2	-5
O=C(c1ccc(-n2cncn2)c2ccoc12)N1CCOCC1	5	-1.1	-7	-0.3	-2.6	1.5	-1	·	-0.6	-3	-10
O=C(COC(=O)C12CC3CC(CC(C3)C1)C2)Nc1ccc([N+](=O)[O-])cc1Br	-1	-1.1	-5	-1.6	2.2	0.6	1	-1.6	-0.5	1	-6
Cc1ccc2c(c1)C(CS(=O)(=O)NC1CCCC1)NC2 (stereo not given)	6	-0.8	0	1.8	-1.5	·	-9	·	0.4	-10	-2
CC12CCC(C(=O)Nc3ccc(SC(F)F)cc3)(CC1=O)C2(C)C (stereo not given)	-7	-1.2	15*	-0.9	0.3	2.2	9.8*	-1.1	0.0	10	10
C=CCN1C(=O)C(CC(=O)Nc2ccccc2)SC1=Nc1ccc(S(N)(=O)=O)cc1 (stereo not given)	-34	-1.6	1	-0.9	-1.9	-0.2	2	1.3	-1.1	2	2
CC1Cc2ccccc2N1C(=O)CSc1nc(-c2ccco2)cc(C(F)(F)F)n1 (stereo not given)	-5	-1.3	3	-1.4	-1.2	-1.3	13*	0.7	-0.2	1	8
CN(Cc1ccccc1)S(=O)(=O)c1ccc(OCC(=O)NCc2ccncc2)cc1	5	-1.0	-3	-2.2	0.2	0.8	-2	-1.4	0.0	-10	-3
COc1ccc(C(=O)OC2CCN(c3ncc(C(F)(F)F)cc3Cl)CC2)cc1	1	-1.5	-1	1.1	0.8	-3.2	-1	0.7	-0.7	-2	-10
CC1CN(C(=O)Nc2ccc(F)cc2F)CC(C)O1 (stereo not given)	2	-1.4	-2	2.8	-0.3	0.5	0	-0.2	0.6	-10	5
CC(C)C(NC(=O)/C=C/c1ccc(F)cc1)C(C)C	-4	-1.3	1	-1.3	-0.7	1.6	-1	0.0	0.2	3	1
CCOC(=O)c1sc(N(Cc2ccccc2)C(=O)CSc2nnc(C3CC3)n2N)nc1C	-17	-1.2	2	0.2	4.8	4.9	2	0.0	0.5	-2	3
C=CCn1c(=O)/c(=C/c2ccc(O)cc2)s/c1=C(/C#N)c1nnc2n1CCCCC2	-18	-1.7	-1	-2.8	-0.5	3.1	-16	-2.0	-0.2	-16	7
Cc1cc(NC(=O)CSCC(=O)Nc2ccccc2Oc2ccccc2)no1	-10	-1.9	-1	-3.7	-7.2	1.8	0	-2.4	-3.0	0	4
Cc1cc(C)nc(N/N=C/c2cc3c(cc2[N+](=O)[O-])OCO3)n1	6	-0.9	-2	-0.3	-0.5	2.0	1	0.7	0.7	-1	-9
S=c1[nH]nc(C2CCCCC2)n1/N=C/c1ccc(Br)cc1	5	-1.3	-6	-3.4	2.8	-0.1	-2	-0.6	0.4	-3	-3
Cc1cc[n+](CCc2ccccc2)cc1C	4	-1.3	-3	-1.4	-1.2	1.0	1	0.1	0.3	-6	1
CCOC(=O)c1ccc(NC(=O)c2nc[nH]c2C(=O)N[C@@H](CC(C)C)C(=O)OCc2ccccc2)cc1	6	-1.2	-4	-1.1	1.7	2.5	-2	1.8	0.5	1	-2
O=C(CCCNS(=O)(=O)c1cccc2nsnc12)NCCc1ccccc1	-3	-0.4	-2	5.2	4.6	3.5	2	-0.7	-0.3	2	4
COC(=O)c1oc2ccccc2c1N	-1	-1.0	-3	-0.3	1.1	2.0	-2	-0.4	-0.2	-2	-9
NCCNCCNCCN	2	-1.2	-6	-1.0	1.7	0.5	-5	1.6	-0.2	-5	-25
CCCCOc1ccccc1N	3	-1.1	-2	-0.8	1.3	2.5	-2	2.6	0.2	0	1
O=C(O)c1cc(=S)nc[nH]1	13	-0.5	-7	1.0	-0.3	2.0	-1	-0.5	-0.2	0	-11
Going on with the list.
SMILES	HGIII-sPLA2 inh	ssDAF12 agonist	ADAM17 inh	hcDAF12 agonist	hgDAF-12 ag	FXN GAA850 act	PLC-gamma1 inh	DAX1 inh-1	DAX1 inh-2	PLC-beta3 inh	ADAM10 inh
COCCCNC(=O)/C(C#N)=C/c1c(N2CCN(C)CC2)nc2ccccn2c1=O	-1	-0.2	-331	2.0	2.1	1.7	-154	1.1	0.8	-215	i
CCOc1ccccc1OCCCC(=O)N(CC)CC(=O)Nc1ccc(NC(C)=O)cc1	7	-1.3	2	-1.5	-0.9	1.0	-3	-0.6	1.0	-10	-16
CCOc1ccccc1OCC(=O)OCc1csc(CC(=O)Nc2ccccc2C)n1	-46	-0.9	-2	-0.7	-0.3	1.1	1	2.9	1.0	-6	-9
O=C(Nc1oc2ccccc2c(=O)c1-c1ccccc1)c1ccco1	14	-0.6	1	-1.1	-0.3	1.3	0	1.9	-0.3	-9	-13
COc1ccccc1Nc1nc(N)nc(CN2CCc3ccccc3C2)n1	-3	-0.8	-3	-2.1	-0.2	1.5	-6	1.4	-0.7	-4	-3
CC(=O)Nc1ccc(S(=O)(=O)NCCc2ccc(F)cc2)cc1	-2	-0.6	-3	-1.4	-4.6	2.2	0	2.5	-0.4	0	4
O=C(N/N=C\c1ccc(O)c([N+](=O)[O-])c1)c1ccccc1-n1cccc1	13	-1.1	2	-1.6	-1.1	-1.8	-3	-1.1	-0.1	-2	-6
CC(C)(c1ccc(O)cc1)c1ccc(O)c(C(=O)O)c1	-29	-0.6	-11	-0.8	1.8	-0.1	-9	1.4	-0.1	-13	-40
O=c1oc(-c2ccc(O)c(O)c2)cc2cccc(O)c12	2	2.6*	-20	6.9*	6.5	13*	-296	3.8	2.0	-382	-71
O=C(Cc1ccccc1)Nc1ccc(C(=O)Nc2ccccc2C(=O)O)cc1	-21	-1.3	-2	0.4	0.2	-0.2	-12	1.1	0.2	-24	-1
CCN(CC)S(=O)(=O)c1ccc2nc(SC)sc2c1	-2	-0.9	4	2.1	4.6	2.7	1	1.0	-0.3	1	1
CN(C)S(=O)(=O)c1cccc(NC(=S)N/N=C/c2ccco2)c1	15	-1.8	-2	-0.7	-2.2	1.3	-1	-0.8	0.0	-8	11
COc1ccc2cc3cc(C(=O)NCCN4CCc5ccccc5C4)sc3nc2c1	1	-0.5	-118	2.8	0.0	3.1	-120	1.3	0.3	-114	-476
CCc1nc2ccc(C(=O)Nc3cc(-c4ccccc4)ccc3OC)cn2c1N(C)CCC(C)C	-9	-1.3	-1	-1.9	1.5	1.7	-15	·	-0.6	-18	1
COc1ccccc1N1CCN(S(=O)(=O)c2cn(C)c(=O)n(C)c2=O)CC1	9	-1.1	-3	-1.5	1.2	1.1	3	0.5	0.9	-2	-12
Cn1cccc1/C=N/n1c(-c2ccccc2)n[nH]c1=S	11	-1.1	-5	-0.3	1.3	1.7	-1	0.1	-0.1	1	1
CCc1nnc(NC(=O)C2c3ccccc3Oc3ccccc32)s1	-7	-0.9	2	0.1	-2.5	-1.0	3	0.7	-0.8	0	11
N/C(=N\OC(=O)CCCN1C(=O)c2ccccc2C1=O)c1ccc(Br)cc1	8	-1.1	0	-1.4	0.4	0.3	4	0.6	-0.1	1	-3
O=S(=O)(Nc1nc2ccccc2nc1N1CCc2ccccc2C1)c1ccc(Cl)cc1	3	2.5*	-126	16*	20*	4.7	-69	0.3	4.3*	-75	-370
O=[N+]([O-])c1cc2c(c3cccnc13)COCO2	13	-0.5	-5	2.1	2.2	-0.1	-1	1.2	-1.2	-1	-17
CCC(C)(C)NC(=O)C(c1ccccc1Cl)N(C(=O)CCC(=O)Nc1cc(C)on1)c1ccc(NC(C)=O)cc1 (stereo not given)	-5	-1.4	-2	-1.9	0.2	0.9	0	-0.5	-0.2	-2	4
Cc1oc2c(c1C(=O)Nc1ccc(C(=O)O)cc1)CCCC2	2	-1.1	-3	-2.3	1.2	4.2	-2	-0.1	0.3	-3	-4
CCN1C(=O)N[C@@H](c2cccs2)C(C(=O)OC)=C1C	3	-1.0	-3	0.7	0.0	1.4	4	0.9	-0.6	2	-10

10 entries from above, with values under each structure:
Sequence of screens: HGIII-sPLA2 inh	ssDAF12 agonist	ADAM17 inh	hcDAF12 agonist	hgDAF-12 ag	FXN GAA850 act	PLC-gamma1 inh	DAX1 inh-1	DAX1 inh-2	PLC-beta3 inh	ADAM10 inh
COCCCNC(=O)/C(C#N)=C/c1c(N2CCN(C)CC2)nc2ccccn2c1=O
→ -1	-0.2	-331	2.0	2.1	1.7	-154	1.1	0.8	-215	i
CCOc1ccccc1OCCCC(=O)N(CC)CC(=O)Nc1ccc(NC(C)=O)cc1
→ 7	-1.3	2	-1.5	-0.9	1.0	-3	-0.6	1.0	-10	-16
CCOc1ccccc1OCC(=O)OCc1csc(CC(=O)Nc2ccccc2C)n1
→ -46	-0.9	-2	-0.7	-0.3	1.1	1	2.9	1.0	-6	-9
O=C(Nc1oc2ccccc2c(=O)c1-c1ccccc1)c1ccco1
→ 14	-0.6	1	-1.1	-0.3	1.3	0	1.9	-0.3	-9	-13
COc1ccccc1Nc1nc(N)nc(CN2CCc3ccccc3C2)n1
→ -3	-0.8	-3	-2.1	-0.2	1.5	-6	1.4	-0.7	-4	-3
CC(=O)Nc1ccc(S(=O)(=O)NCCc2ccc(F)cc2)cc1
→ -2	-0.6	-3	-1.4	-4.6	2.2	0	2.5	-0.4	0	4
O=C(N/N=C\c1ccc(O)c([N+](=O)[O-])c1)c1ccccc1-n1cccc1
→ 13	-1.1	2	-1.6	-1.1	-1.8	-3	-1.1	-0.1	-2	-6
CC(C)(c1ccc(O)cc1)c1ccc(O)c(C(=O)O)c1
→ -29	-0.6	-11	-0.8	1.8	-0.1	-9	1.4	-0.1	-13	-40
O=c1oc(-c2ccc(O)c(O)c2)cc2cccc(O)c12
→ 2	2.6*	-20	6.9*	6.5	13*	-296	3.8	2.0	-382	-71
O=C(Cc1ccccc1)Nc1ccc(C(=O)Nc2ccccc2C(=O)O)cc1
→ -21	-1.3	-2	0.4	0.2	-0.2	-12	1.1	0.2	-24	-1
